FLuc modulator: qHTS profiling assay for firefly luciferase inhibitor/activator using purifed enzyme and Km concentrations of substrates (counterscreen for miR-21 project); Luciferin 4-monooxygenase (Photinus pyralis), P08659; purified FLuc, Km substrates, luminescence inhibition; Potency, µM (doses to about 57.5 µM), inactives show at the top dose activity change, negative = inhibition, usual class: inhibitors; 360,000 tested, 6.9% active;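 further: potency means the concentration at half of the fitted maximal effect; plate controls were vehicle for no effect and reference inhibitor for full effect; nearly all actives have a fitted effect of over 55% in size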
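Biochemical qHTS of compounds, final roughly 60 µM downward over six points, against 10 nM purified firefly luciferase using Km concentrations of substrates (10 uM D-luciferin, 10 uM ATP) in Tris acetate pH 7.5 buffer; luminescence output.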
VP16 counter: VP16 counterscreen qHTS for inhibitors of ROR gamma transcriptional activity; Drosophila S2 Gal4-VP16 UAS-luciferase, luminescence, 20 h; 310,000 tested, 3.5% active; Potency, µM (doses to about 53.6 µM), without a hit: top-dose activity, negative = inhibition, actives largely listed as inhibitors;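 further: Gal4-VP16 expression switched on by copper sulfate through the metallothionein promoter; potency means the concentration at half of the fitted maximal effect; on the % scale 0 is the no-effect control and ±100 the full control effect; nearly all actives have a fitted effect of over 50% in size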
Tb PFK block: qHTS Assay to Find Inhibitors of T. brucei phosphofructokinase. T. brucei PFK, ADP-Glo luminescence. Potency, µM (highest dose often 57.5 µM), without a hit: at the highest dose activity, negative = inhibition, most hits filed as inhibitors. 330,000 tested, 0.17% active;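 further: potency means the concentration at half of the fitted maximal effect; 0% = uninhibited 1x PFK enzyme wells and -100% = no-enzyme wells; nearly all actives have a fitted effect of over 60% in size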
Target sequence (O15648 whole entry, looked up): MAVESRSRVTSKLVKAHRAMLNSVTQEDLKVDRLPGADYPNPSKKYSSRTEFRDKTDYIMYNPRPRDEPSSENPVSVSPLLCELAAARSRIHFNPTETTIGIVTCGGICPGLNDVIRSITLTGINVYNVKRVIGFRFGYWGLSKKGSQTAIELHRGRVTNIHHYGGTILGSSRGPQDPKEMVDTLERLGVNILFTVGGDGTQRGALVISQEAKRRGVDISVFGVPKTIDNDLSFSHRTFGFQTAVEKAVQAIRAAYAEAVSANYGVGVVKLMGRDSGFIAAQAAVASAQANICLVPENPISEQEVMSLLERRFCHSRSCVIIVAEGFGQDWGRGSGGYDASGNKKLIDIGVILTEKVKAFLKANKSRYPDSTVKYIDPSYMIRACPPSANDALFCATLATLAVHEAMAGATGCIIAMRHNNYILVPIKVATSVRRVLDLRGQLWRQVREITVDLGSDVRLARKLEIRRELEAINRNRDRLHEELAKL
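PFK 1.25 nM, F6P 0.5 mM, ATP 0.1 mM, 0.1 M TEA pH 8.0, 5 mM MgCl2, 0.01% Tween20, 0.1% BSA; 45 min RT. ADP-Glo readout. qHTS titration up to 57 uM; curves fitted, compounds curve-classed.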
p53 reactivator: qHTS assay for re-activators of p53 using a Luc reporter; 320,000 tested, 0.063% active; H1299 p53-A138V BP100-luciferase reporter, luminescence, 24 h; Potency, µM (top dose mostly 92.2 µM), for the others: at the highest dose activity change, positive = activation, hits mostly activators; further: potency means the concentration at half of the fitted maximal effect; % of control where 0% means no effect; nearly all actives have a fitted effect of over 45% in size
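H1299 (p53-null), stable ts p53-A138V + BP100-Luc; 1000 cells/well, Opti-MEM/10% FBS; cpd 4 pt, 1:5; 24 h, 37 deg C, 5% CO2; detection reagent 10 min RT; luminescence.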
NPC1 prom act: qHTS Assay for NPC1 Promoter Activators. Huh7 NPC1 promoter luciferase reporter, 24 h. Potency, µM (highest dose often 9.22 µM), without a hit: at the top dose activation, actives largely listed as activators. 320,000 tested, 2.4% active;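 further: potency means the concentration at half of the fitted maximal effect; % of control where 0% means no effect; nearly all actives have a fitted effect of over 60% in size; reporter is driven by a mutant NPC1 promoter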
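Luminescence read-out of NPC1 promoter-driven luciferase in stably transfected Huh7 cells; compounds delivered in DMSO and left 24 h at 37C, 5% CO2, qHTS titration format.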
BRCA1 expr act: qHTS Assay to Identify Small Molecule Activators of BRCA1 Expression; MCF7-BRCA1-FFLuc reporter, luminescence, 48 h; response scale: scaled: vehicle 0%, 10 µM genistein 100%; 380,000 tested, 1.1% active; Potency, µM (titrated, usually from 46.1 µM), for the others: at the top dose activation, actives largely listed as activators; further: potency means the concentration at half of the fitted maximal effect; nearly all actives have a fitted effect of over 80% in size; some results filed as inactive show a strong effect at the top dose
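MCF7-BRCA1-FFLuc cells, 2000/well in phenol-red-free MEM, attached 2 h then treated 48 h at 37 C. Luciferase luminescence read 15 min after reagent; normalized to genistein maximum activation (10microM) and DMSO, concentration-response fitted.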
RORg inh: qHTS for inhibitors of ROR gamma transcriptional activity; Nuclear receptor ROR-gamma (Mus musculus), P51450; 310,000 tested, 5.4% active; Potency, µM (top dose mostly 53.6 µM), for inactives: at the top dose activity change, negative = inhibition, hits mostly inhibitors; Drosophila S2 Gal4-RORgamma UAS-luciferase reporter, 20 h; AID 2551, 2010; further: potency means the concentration at half of the fitted maximal effect; on the % scale 0 is the no-effect control and ±100 the full control effect; nearly all actives have a fitted effect of over 60% in size
Target sequence (P51450 whole entry, looked up, the tested form may be a part): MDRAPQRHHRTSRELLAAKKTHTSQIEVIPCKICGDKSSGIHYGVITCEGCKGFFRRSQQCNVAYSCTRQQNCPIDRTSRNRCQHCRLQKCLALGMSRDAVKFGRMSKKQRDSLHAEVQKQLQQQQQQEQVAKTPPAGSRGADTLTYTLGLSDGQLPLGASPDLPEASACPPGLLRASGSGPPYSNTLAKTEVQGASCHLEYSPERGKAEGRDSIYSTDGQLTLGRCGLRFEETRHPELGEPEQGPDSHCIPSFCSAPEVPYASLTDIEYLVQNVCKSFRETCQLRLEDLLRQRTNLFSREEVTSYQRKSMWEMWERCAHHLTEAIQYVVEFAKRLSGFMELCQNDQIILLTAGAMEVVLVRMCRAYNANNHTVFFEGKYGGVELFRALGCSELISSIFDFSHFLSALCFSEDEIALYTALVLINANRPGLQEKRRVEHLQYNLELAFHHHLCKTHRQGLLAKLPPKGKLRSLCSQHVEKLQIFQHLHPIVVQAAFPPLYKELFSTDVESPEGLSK
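Read-out: Photinus luciferase luminescence; inhibitors lower reporter signal. Insect Schneider cells with Gal4-ROR gamma fusion under metallothionein promoter, UAS reporter; 700 uM final copper sulfate induction, 20 hr, ambient temperature.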
Rab9 prom act: qHTS Assay for Rab9 Promoter Activators; AID 485297, 2010; 320,000 tested, 2.8% active; Potency, µM (doses to about 9.22 µM), for inactives: at the highest dose activation, negative = inhibition, actives largely listed as activators; Huh7 Rab9 promoter-luciferase reporter, luminescence, 24 h; further: potency means the concentration at half of the fitted maximal effect; % of control where 0% means no effect; nearly all actives have a fitted effect of over 60% in size
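Cells were plated at 1500 per well in reduced-serum medium with 10% FBS and left 2 h. Compound in DMSO was then added for 24 h at 37 °C. Reporter signal was read by luminescence after 10 min with luciferase detection reagent.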
TRPV1 ag: HTS Assay for Compounds that Act as Agonists of the Vanilloid Receptor 1; Transient receptor potential cation channel subfamily V member 1 (Homo sapiens), Q8NER1; TRPV1-expressing cells, Fluo-8 calcium influx, agonist mode; activation, % at 8.33 µM; 320,000 tested, 0.19% active; AID 540275, 2011; in the data active means activation above about 80%; inconclusive means between about 30% and that limit; further: 0% is about no effect
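TRPV1-expressing cells were cultured overnight at 35.5C and loaded with Fluo-8 calcium dye for 40 to 90 min at room temperature. After a 10 s baseline, compound was added and calcium influx was read kinetically for 3 min (ex 480/em 520 nm).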
ELG1 repair inh: qHTS screen for small molecules that inhibit ELG1-dependent DNA repair in human embryonic kidney (HEK293T) cells expressing luciferase-tagged ELG1. Potency, µM (doses to about 46.1 µM), inactives show top-dose activity change, negative = inhibition, hits mostly inhibitors. 330,000 tested, 2.3% active. HEK293T ELG1-luciferase reporter, luminescence, 16 h; DNA damage induced by 5-fluorouridine; further: potency means the concentration at half of the fitted maximal effect; on the % scale 0 is the no-effect control and ±100 the full control effect; nearly all actives have a fitted effect of over 55% in size
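DMSO vehicle served as the neutral condition. Each well held 2,000 cells given 5-fluorouridine plus compound; after 16 hr at 37 °C/5% CO2, ONE-Glo was added and luciferase measured 30 min later.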
ELG1 genotox: qHTS screen for small molecules that induce genotoxicity in human embryonic kidney (HEK293T) cells expressing luciferase-tagged ELG1; Potency, µM (doses to about 46 µM), inactives show at the top dose activity change, positive = activation, usual class: activators; 330,000 tested, 1.3% active; HEK293T ELG1-luciferase reporter, luminescence, 16 h; further: potency means the concentration at half of the fitted maximal effect; % of control where 0% means no effect; nearly all actives have a fitted effect of over 60% in size
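HEK293T cells expressing luciferase-tagged ELG1 were exposed to compound or DMSO vehicle for 16 hr at 37 °C and 5% CO2. Luciferase activity was then measured with ONE-Glo after 30 min at room temperature.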
Starred values were filed as active, the others as inactive; ? = inconclusive; . = no result given; & = joins results of further samples; [ ] = another dose, or the depositor's remark. Unless noted, the call rests on the fitted dose curve; in most records, active means well fitted curve in the direction sought with a large enough effect; inconclusive means small, poorly fitted or top-dose-only effect, or another doubt; inactive means no such curve, though single readings can be large; an effect the other way counts as inactive or inconclusive.

SMILES	FLuc modulator	VP16 counter	Tb PFK block	p53 reactivator	NPC1 prom act	BRCA1 expr act	RORg inh	Rab9 prom act	TRPV1 ag	ELG1 repair inh	ELG1 genotox
CCc1cccc(NS(=O)(=O)c2cccc3cccnc23)c1	0%	-8%	0%	3%	3%	-13%	-37%	-4%	1	-9%	-1%
O=S(=O)(Nc1ccc2c(c1)OCCO2)c1ccc(F)c(F)c1	0%	-9%	-2%	4%	1%	-1%	13%	2%	1	?	-1%
CCCc1nnc(NC(=O)C(=O)NCCN(CC)CC)s1	0%	1%	0%	1%	2%	-2%	-5%	1%	-5	-2%	1%
C=CCc1cc(C)ccc1OCC(O)CN1CCN(c2ccccc2)CC1 (centres undefined)	-3%	-7%	0%	7%	7%	1%	42%	-1%	2	0%	-6%
COc1c(Cl)cnn(-c2ccc(Cl)c(Cl)c2)c1=O	-3%	0%	2%	7%	-9%	-3%	6%	-4%	-4	10%	16%
C/C(=N\NC(N)=O)c1ccc(-n2ccnc2)cc1	-1%	-8%	1%	-7%	-5%	-9%	36%	1%	2	22%	6%
O=C(c1ccccc1)c1ccc(Sc2ccc([N+](=O)[O-])cc2)cc1	-1%	0%	-25%	6%	-6%	0%	-12%	-14%	-9	12µM*	-4%
COc1ccc2oc(C(=O)N3CCN(S(=O)(=O)c4ccc(F)cc4)CC3)c(C)c2c1	.	.	1%	-1%	.	-18%	.	.	.	?	-6%
CSc1nc(C)c2c(n1)OC(CN1C(=O)c3ccccc3C1=O)C2 (centres undefined)	5%	-5%	-1%	-13%	4%	.	-5%	0%	1	-6%	1%
Cc1cccc(OCC(=O)N(Cc2ccccc2)c2c(N)n(Cc3ccccc3)c(=O)[nH]c2=O)c1	-1%	.	-3%	-6%	1%	-9%	.	0%	0	19%	0%
CC12CC(NC(=O)N1c1cccc(C(=O)N3CCN(c4ccccc4)CC3)c1)c1ccccc1O2 (centres undefined)	3%	-25%	-2%	-4%	-2%	-11%	?	15%	-5	-12%	-2%
COc1cccc(/C=C/C(=O)NCc2ccc3c(c2)OCO3)c1	?	-8%	-6%	17%	-2%	39%	25%	0%	?	15%	4%
C/C(=N\NC(=O)NC1CCCCC1)c1ccc(OC(F)F)cc1OC(F)F	3%	2%	-5%	0%	-2%	-54%	-27%	-8%	-1	-26%	-10%
Cn1c(Cc2cccs2)n[nH]c1=S	-1%	-4%	0%	3%	2%	30%	?	-1%	-1	12%	-1%
CCOC(=O)C1=C(C)N(C2CCCCC2)C(=O)C1	2%	9%	-1%	4%	1%	-11%	-44%	2%	21	4%	0%
O=C(c1ccccc1SCc1ccccc1)N1CCOCC1	1%	-5%	-1%	10%	0%	2%	16%	-1%	2	?	-3%
COCCCn1c(C)nnc1SCC(=O)NCc1ccco1	5%	-2%	8%	-3%	-1%	-1%	-33%	-1%	-3	7%	-1%
NS(=O)(=O)c1cccc(NC(=S)NC(=O)c2cccc([N+](=O)[O-])c2)c1	-9%	3%	4%	?	1%	1%	-2%	-6%	9	26%	-1%
CCOC(=O)N1CCc2c(sc(NC(=O)c3ccc(Cl)s3)c2C(N)=O)C1	11µM*	?	21%	-24%	-1%	.	-9%	2%	-1	-13%	-10%
O=C(CSc1nnc(-c2ccccc2)o1)N1CCc2ccccc2C1	-8%	-8%	9%	12%	-1%	3%	24%	-8%	9	2%	-4%
CCCc1cc(=O)[nH]c(SCC(=O)Nc2ccc(Br)cc2)n1	0%	-1%	2%	-1%	-10%	-29%	29%	-6%	-1	3%	-7%
CCOc1ccc2[nH]c3c(N4CCc5ccccc5C4)ncnc3c2c1	?	?	-4%	1%	-27%	-68%	?	-20%	.	18µM*	-15%
COc1ccc(NC(=O)CSCC(=O)Nc2nnc(C)s2)cc1	1%	.	-3%	-4%	0%	1%	.	-6%	-3	12%	11%
COC(=O)C1=CN(Cc2ccc(OC)cc2)C=C(C(=O)OC)C1c1ccsc1	?	-6%	-1%	-4%	-7%	-28%	18%	8%	1	?	-4%
C=C(C)COc1ccc(-c2[nH]ncc2-c2ccc(OC)c(OC)c2)c(O)c1	-5%	2.5µM*	-4%	-7%	-31%[inhibitor]	-79%	1.8µM*	-38%[inhibitor]	-7	21µM*	-5%
CC(=O)OCCCN1C(=O)c2ccc(Br)cc2C1=O	-2%	-13%	4%	-4%	5%	-1%	-19%	0%	2	4%	-2%
CC1CN(C(=O)CCC(=O)NCCCN2CCC(Cc3ccccc3)CC2)c2cc(Cl)ccc2O1 (centres undefined)	2%	-15%	4%	-11%	-1%	-26%	?	-2%	4	-4%	0%
Cc1ccc(-n2c(SCC(=O)NCc3ccco3)nc3c([nH]c4ccccc43)c2=O)cc1	-6%	2%	-1%	8%	8%	-1%	11%	14%	-6	10%	12%
Cc1ccc(OCC(=O)Nc2ccc(CN3CCOCC3)cc2)cc1C	4%	-2%	-11%	-7%	-8%	-6%	-8%	-1%	24	-2%	-6%
COCC(=O)Nc1ccc(S(=O)(=O)Nc2cc(C)nc(C)n2)cc1	4%	11%	0%	2%	-3%	1%	-18%	-6%	0	-3%	2%
Cc1ccc(C)c(CSc2nnc(C)c(=O)[nH]2)c1	-25%	9%	-3%	19%	-2%	15%	29%	-5%	-3	1%	0%
COc1cccc(OCc2cc(C(=O)N(Cc3nccn3C)C(C)C)no2)c1	0%	2%	-9%	-1%	14%	-2%	-1%	0%	2	0%	0%
O=S(=O)(c1ccc(S(=O)(=O)N2CCCC2)cc1)N1CCCCCC1	1%	7%	-1%	10%	0%	25%	6%	9%	-1	2%	-5%
CCOc1ccc(C(=O)NCC(=O)OCc2c(F)cccc2Cl)cc1OCC	1%	5%	4%	-11%	0%	-56%	34%	1%	-4	-8%	0%
COc1cccc(C2NC(=S)NC(C)=C2C(=O)c2ccccc2)c1OC (centres undefined)	5%	?	5%	0%	-33%[inhibitor]	-50%	?	-28%	2	15%	-1%
Cc1c(C(=O)NCC(c2ccco2)N2CCCC2)sc2ccccc12 (centres undefined)	.	.	0%	-26%	.	-68%	.	.	.	?	-5%
CCCC(=O)c1cc2cc(Cl)ccc2oc1=O	3%	2%	3%	-1%	0%	2%	-4%	1%	15	4%	1%
CCC1CCCCN1C(=O)CSC1=NN2CCCC(=O)N=C2S1 (centres undefined)	6%	-11%	1%	0%	-2%	3%	8%	-2%	-2	-4%	-2%
O=C(Nc1cccc(C(F)(F)F)c1)c1cccnc1N1CCCC1	-3%	.	-5%	.	-2%	-39%	6%[0.365 µM]	1%	0	.	.
CCOC(=O)CC(=O)CSc1nc2c(C)c(C)ccc2cc1C	5%	4%	3%	1%	-3%	2%	-42%	0%	13	1%	-1%
O=C(NN=Cc1ccc(O)cc1O)c1ccccc1NS(=O)(=O)c1cccs1	.	.	-4%	11%	.	-36%	.	.	.	-5%	12%
Cc1ccc(CNC(=O)CSc2nnnn2C)cc1	-1%	-9%	2%	?	1%	-2%[1.84 µM]	2%	1%	-1	?	7%
Cc1ccc2nc(N3CCN(c4cccc(C)c4C)CC3)c3nnnn3c2c1	4%&3%	13%	2%	10%	-3%	4%	10%	0%	-9	2%	0%
CCN(CC)c1cc(C)c2cc(NC(=O)c3cccs3)ccc2n1	?	-1%	2%	-4%	-3%	-9%	14%	2%	14	?	-10%
COc1ccc(/C=c2\s/c(=C\C(=O)C(C)(C)C)[nH]c2=O)cc1O	24µM*	?	-15%	-1%	-1%	-39%	?	-3%	3	?	-9%
CCOc1ccc(N2CC(C(=O)OC)CC2=O)cc1 (centres undefined)	5%	-9%	-6%	0%	1%	-3%	11%	-10%	0	3%	1%

Source: PubChem
